Source: PubChem
EBV gp42 inh = Epstein-Barr virus gp42 inhibitors, primary screen, biochemical, uHTS, fluorescence polarization; 0.42% of 220,000 active; Fluorescence polarization binding assay, mP read-out; AID 1085, 2008; inhibition, % (tested at 21.74 µM); in the data active means inhibition above about 50%
eIF4E 4G PPI = eIF4E–eIF4G protein interaction inhibitors, primary screen, biochemical, uHTS, TR-FRET, eIF4GI fragment | AID 782, 2007 | inhibition, % at 21.7 µM | Eukaryotic translation initiation factor 4E (Mus musculus) + Eukaryotic translation … | TR-FRET eIF4E-eIF4GI(517-606) binding, 2 h | 0.37% of 220,000 active;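 active means inhibition above about 30%, limit read from the data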;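 further: 0% = full FRET control wells and 100% = background wells lacking eIF4GI fragment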
Target sequence (P63073 whole entry, looked up, the tested form may be a part): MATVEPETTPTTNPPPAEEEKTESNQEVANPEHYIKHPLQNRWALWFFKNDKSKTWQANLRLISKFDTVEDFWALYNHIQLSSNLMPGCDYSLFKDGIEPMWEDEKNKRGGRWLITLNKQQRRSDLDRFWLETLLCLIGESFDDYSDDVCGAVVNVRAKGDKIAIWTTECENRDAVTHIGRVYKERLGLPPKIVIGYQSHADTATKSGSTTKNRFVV
Target sequence (Q04637 whole entry, looked up, the tested form may be a part): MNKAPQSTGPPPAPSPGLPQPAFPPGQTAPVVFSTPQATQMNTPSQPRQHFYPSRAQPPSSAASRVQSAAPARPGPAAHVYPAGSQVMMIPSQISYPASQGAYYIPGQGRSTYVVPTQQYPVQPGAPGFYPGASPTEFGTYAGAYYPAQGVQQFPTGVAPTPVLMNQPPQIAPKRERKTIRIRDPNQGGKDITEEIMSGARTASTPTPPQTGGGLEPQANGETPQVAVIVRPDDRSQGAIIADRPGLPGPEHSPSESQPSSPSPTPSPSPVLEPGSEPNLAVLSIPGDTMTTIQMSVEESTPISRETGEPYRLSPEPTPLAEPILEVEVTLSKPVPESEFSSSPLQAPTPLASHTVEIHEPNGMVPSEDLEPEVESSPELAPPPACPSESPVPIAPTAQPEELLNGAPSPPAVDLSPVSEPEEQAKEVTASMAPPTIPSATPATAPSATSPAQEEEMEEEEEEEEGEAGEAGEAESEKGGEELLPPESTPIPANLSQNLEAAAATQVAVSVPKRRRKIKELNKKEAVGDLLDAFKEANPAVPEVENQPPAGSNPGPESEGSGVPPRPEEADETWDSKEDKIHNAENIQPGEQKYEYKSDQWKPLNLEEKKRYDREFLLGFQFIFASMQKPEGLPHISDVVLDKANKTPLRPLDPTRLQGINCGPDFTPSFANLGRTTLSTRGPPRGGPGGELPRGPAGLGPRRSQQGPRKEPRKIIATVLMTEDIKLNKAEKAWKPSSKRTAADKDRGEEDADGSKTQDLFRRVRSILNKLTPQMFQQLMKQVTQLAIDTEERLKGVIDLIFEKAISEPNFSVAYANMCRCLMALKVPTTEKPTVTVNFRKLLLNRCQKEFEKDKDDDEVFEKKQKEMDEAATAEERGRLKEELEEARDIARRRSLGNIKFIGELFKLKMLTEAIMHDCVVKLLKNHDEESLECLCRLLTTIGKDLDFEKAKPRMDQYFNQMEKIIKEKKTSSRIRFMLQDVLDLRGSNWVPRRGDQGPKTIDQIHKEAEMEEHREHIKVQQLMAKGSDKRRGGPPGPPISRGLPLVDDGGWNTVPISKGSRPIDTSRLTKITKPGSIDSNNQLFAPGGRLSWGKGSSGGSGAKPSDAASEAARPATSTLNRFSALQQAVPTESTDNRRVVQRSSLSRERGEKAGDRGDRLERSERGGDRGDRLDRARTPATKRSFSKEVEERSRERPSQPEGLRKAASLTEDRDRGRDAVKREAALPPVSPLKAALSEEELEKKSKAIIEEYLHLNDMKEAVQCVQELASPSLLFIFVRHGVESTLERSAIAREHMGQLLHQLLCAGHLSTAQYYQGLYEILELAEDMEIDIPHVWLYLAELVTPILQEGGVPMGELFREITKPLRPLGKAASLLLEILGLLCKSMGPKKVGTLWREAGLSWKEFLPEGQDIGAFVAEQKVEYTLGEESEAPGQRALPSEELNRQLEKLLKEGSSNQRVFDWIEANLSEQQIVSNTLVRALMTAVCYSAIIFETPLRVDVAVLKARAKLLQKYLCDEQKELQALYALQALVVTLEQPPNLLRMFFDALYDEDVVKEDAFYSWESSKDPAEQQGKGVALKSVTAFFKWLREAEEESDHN
m-calpain inh = inhibitors of pig calpain II, primary screen, biochemical, fluorogenic peptide substrate, 1536-well. purified calpain II, 30 min. AID 1236, 2008. 0.37% of 220,000 active. inhibition, % at 16 µM;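 active means inhibition above about 50%, limit read from the data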
TNF necrop inh = inhibitors of TNF-alpha triggered necroptosis, primary screen, cell-based, Jurkat FADD-/-, single concentration; Jurkat FADD-/- TNF necroptosis rescue, ATP luminescence, 24 h; 0 = TNF only, 100 = no-TNF cells; activation (protection from cell death), % at 10 µM; 0.068% of 220,000 active; AID 463075, 2010;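 active means activation, meaning protection from cell death, of at least 50% relative to plate controls; inactive means activation below 50%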;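 further: necroptosis triggered by 40 ng/mL TNF-alpha added together with compound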
PERK inhibitor = block of dimerizer-induced PERK translation repression, primary screen, PERK inhibitor project, CHO PERK-DD cells, SEAP luminescence, HTS. Eukaryotic translation initiation factor 2-alpha kinase 3 (Homo sapiens), Q9NZJ5. CHO PERK-DD fusion, SEAP luminescence translation reporter. inhibition, % at 5.6 µM. 0.17% of 220,000 active. AID 1416, 2008;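 active means inhibition above the mean inhibition of all tested compounds plus 3 SD, set separately per screening campaign, cut at about 2.9% in these data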;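 further: PERK kinase domain activated by AP20187 dimerizer at 100 nM; 0% = DMSO with dimerizer and 100% = rapamycin at 8.4 µM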
KCC2 mod = KCC2 cotransporter modulators, thallium flux, primary screen, cell-based, HEK293 KCC2, FluoZin-2 fluorescence, MLSMR. Solute carrier family 12 member 5 (Homo sapiens), Q9H2X9. KCC2 cells, thallium flux FluoZin-2 fluorescence. B-score of Tl+ flux slope (higher = more flux/activation; lower = inhibition) at 10 µM. 2.2% of 190,000 active. AID 1456, 2008;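 active means thallium flux slope and its plate-corrected score both differing from the plate sample mean at a set confidence after two filtering rounds, in either direction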;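 further: slope of fluorescence scaled to starting intensity during 10 to 20 s after thallium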
MDM2 E3 inh = MDM2-luciferase reporter signal enhancers, primary screen, MDM2 E3 ligase inhibitor project, cell-based, luminescence, 1536-well | E3 ubiquitin-protein ligase Mdm2 (Homo sapiens), Q00987 | cell-based MDM2 ubiquitination luciferase reporter, 2 h; 0 = plate control, 100 = twice control, blank-subtracted | signal enhancement, % at 5 µM | 0.11% of 210,000 active | AID 1230, 2008;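 active means signal enhancement of 30% or more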;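 further: luminescence tracks abundance of the self-degrading MDM2-luciferase fusion protein; higher signal means inhibition of MDM2 E3 ligase activity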
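Assay system: stable mammalian line carrying autodegrading MDM2–luciferase fusion reporter; amount: 2000 cells seeded into each well; buffer or medium: DMEM; benchmarks: plate control and blank wells; signal: luciferase luminescence; timing: 2 h compound exposure at 37 °C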
Rad51 HR inh = human RAD51 strand exchange inhibitors, primary screen, biochemical, fluorescence | DNA repair protein RAD51 homolog 1 (Homo sapiens), Q06609 | hRad51 DNA strand exchange, fluorescence dequenching | inhibition, % at 10 µM | 0.085% of 200,000 active | AID 1385, 2008;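 active means inhibition above 40% at the single screening dose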;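 further: 0% = DMSO control wells and 100% = blanks with heterologous ssDNA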
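Test system: preformed human Rad51 ssDNA filaments. Compound dosing: single dose, 10 µM final compound. Incubation: filaments 15 min 37 °C, then compound 30 min. Technique: FRET fluorescence dequenching, excitation 485 nm, emission 520 nm. Read-out basis: percent inhibition from fluorescence, normalised to plate control and blank means. Benchmarks: plate controls and plate blanks.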
L929 necroptosis = inhibitors of zVAD-triggered necroptosis, primary screen, L929 cells. AID 1377, 2008. 0.38% of 220,000 active. L929 zVAD necroptosis rescue, ATP luminescence, 24 h; with zVAD 60 µM. viability rescue, % at 10 µM;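 active means activation, scaled between plate controls, above about 75%, limit read from the data; inactive means activation under that limit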;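 further: 0% = zVAD with DMSO and 100% = DMSO alone without zVAD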
An asterisk follows results filed as active; . = not tested or not shown; [ ] = another dose, or the depositor's remark.

smiles	EBV gp42 inh	PERK inhibitor	KCC2 mod	m-calpain inh	Rad51 HR inh	MDM2 E3 inh	L929 necroptosis	TNF necrop inh	eIF4E 4G PPI
COc1ccc(C(=O)OCC(=O)N(C)C2CCS(=O)(=O)C2)cc1S(=O)(=O)N1CCCc2ccccc21 (configuration not stated)	3	1.9	0.47	-21	21	-7	1.2	1.3	-3
COc1cccc(-c2nc(CS(=O)(=O)CC(=O)Nc3cccc(C)c3C)c(C)o2)c1	-14	-0.3	-1.4	-21	4	-6	0.5	0.2	4
Cc1onc(-c2c(Cl)cccc2Cl)c1C(=O)NCc1cccs1	8	-0.2	0.64	16	-14	-24	0.3	3.3	2
Cc1cc(C)n(/N=C/c2ccco2)c(=O)c1C#N	3	1.8	0.22	0	-3	12	-0.2	1.0	15
c1ccc2c(C[n+]3csc4ccccc43)cccc2c1	-11	0.7	5*	13	.	-14	0.1	-18	-2[fluorescence artefact?]
COc1cc(NC(C(=O)Nc2cccc(C(C)=O)c2)c2ccccc2)cc(OC)c1OC (configuration not stated)	-19	-0.6	0.43	-25	-3	-13	2.8	1.1	1[fluorescence artefact?]
CCC(=O)N1c2ccccc2NC2=C(C(=O)CCC2)C1c1ccco1 (configuration not stated)	-14	1.9	1.1	-43	7	6	3.2	0.1	2
C1CCc2c(nc3nnnn3c2NCC2CC2)C1	-6	0.3	0.86	-12	-10	.	-0.1	-0.5	0
COc1ccc(C)cc1-n1nnnc1SCC(=O)Nc1cc(C)on1	-17	-0.9	-0.096	2	-1	-3	0.1	0.3	-1[fluorescence artefact?]
CC1CCc2sc(C(=O)N/N=C/c3ccc([N+](=O)[O-])cc3)cc2C1 (configuration not stated)	13	0.8	1	11	-3	-11	3.0	0.6	6[fluorescence artefact?]
N#Cc1cc(Sc2ccccn2)c(Sc2ccccn2)cc1C#N	8	-1.4	0.084	-38	3	-14	1.0	0.6	6
CC(=O)Nc1cccc(Oc2nc(-c3ccccn3)nc3ccccc23)c1	-2	-0.2	-2.4	-7	.	-9	9.3	-1.3	1
O=C(CCC1COc2ccccc2O1)Nc1ccc(Cl)cn1 (configuration not stated)	-6	0.8	-1.5	-25	.	-2	0.7	13	1
CC(=O)N1CCCc2cc(S(=O)(=O)N(C)CCC#N)ccc21	-13	1.5	-0.6	9	8	-23	2.2	0.2	2
CCCn1c(N)c(Sc2ccc(C)cc2)c(=O)n(CCC)c1=O	-1	-0.3	-0.4	-13	1	-7	0.8	-1.0	1
CCOC(=O)CCCNC(=O)c1cncc(O)c1	-3	0.1	.	-162	.	-9	0.6	1.3	-4
CCC(=O)N(C)/C=C1\Sc2ccccc2C1=O	.	0.9	-0.45	.	.	-12	0.7	-1.2	.
COC(=O)C(C)N(C(=O)c1cccc(Cl)c1)c1c(C)cccc1C (configuration not stated)	-7	-0.3	-0.66	24	-6	-15	0.9	-2.6	0
CSCCC(NC(=O)c1ccccc1Br)C(=O)N1CCC(C)CC1 (configuration not stated)	-17	-0.5	1.7	-8	-4	21	-1.2	-0.2	5
C=CCn1c(SCc2ccc(C#N)cc2)nnc1-c1ccc(C)cc1	7	-0.6	-0.85	13	-6	-4	0.2	-1.3	1[fluorescence artefact?]
CC(C(=O)NCC1(c2ccccc2)CCCC1)N1CCOCC1 (configuration not stated)	-30	-0.7	0.35	-19	1	-6	-0.3	-9.6	13[fluorescence artefact?]
COc1ccc([N+](=O)[O-])cc1NC(=O)COC(=O)C1CC1	-5	0.7	.	23	-8	-11	2.3	0.4	0
COc1ccccc1NS(=O)(=O)c1cc(C(=O)N2CC(C)CC(C)C2)ccc1C (configuration not stated)	-2	-2.1	-0.81	3	-4	-14	-0.2	-4.2	6
O=C(Nc1ccc(S(=O)(=O)N2CCOCC2)cc1)c1ccco1	-12	0.4	.	-9	-6	12	0.4	-0.1	-1
O=S(=O)(c1ccc(Br)s1)N1CCN(c2ccccn2)CC1	-7	-1.0	-1.6	12	3	-7	-0.1	1.6	4[fluorescence artefact?]
COc1ccccc1N1CCN(C(=O)CCC(=O)O)CC1	-14	0.5	-0.42	-17	-11	3	1.2	0.5	1
COc1ccc(-n2c(SCCC(=O)O)nnc2-c2ccncc2)cc1	7	1.1	-0.083	-7	6	-4	.	1.3	-5
C[C@H](NC(N)=O)C(=O)Nc1ccc(OCc2ccccc2)cc1	-15	0.8	-0.054	-9	10	-14	1.3	-0.3	1
CC(=O)Oc1cc2cccc(OC(C)=O)c(=O)c2c(OC(C)=O)c1OC(C)=O	-12	1.2	-0.62	19	-21	-8	-1.3	-4.3	11
COC(=O)c1ccc(NC(=O)COc2ccc(C3C(C#N)=C(N)Oc4c3ccc3ccccc43)cc2OC)cc1 (configuration not stated)	-18	0.3	.	-119	0	-16	1.3	-12	-3
Cc1ccc(S(=O)(=O)N2CCN(C(=O)CN3CCCCC3)C2)cc1	-12	-0.6	.	10	4	-19	0.4	0.4	-6
CC(=O)Nc1ccc(S(=O)(=O)NC(C(=O)O)C(C)C)cc1 (configuration not stated)	.	0.1	0.22	.	.	.	1.2	-0.3	.
COc1cccc(/C=N/NC(=O)C(C)n2nc(C)c([N+](=O)[O-])c2C)c1O (configuration not stated)	-1	0.6	-1.5	-6	0	-8	15	-9.3	-2
Cc1ccc2occ(C(c3nnnn3C3CCCC3)N3CCN(C(=O)c4ccco4)CC3)c(=O)c2c1 (configuration not stated)	-15	-1.1	0.22	-29	-15	-24	-0.2	-3.0	2
O=C(N/N=C/c1ccc(N2CCOCC2)cc1)c1ccccc1OCCOc1ccccc1	-58	-0.7	-1.5	-48	-3	-23	5.2	-2.0	-4
CN1CCC(NC(=O)c2ccncc2)CC1	0	0.8	-0.67	17	-2	-26	1.4	-0.3	-4
COc1ccc(-n2c(=O)c3c4c(sc3n(CC(=O)NCC3CCCO3)c2=O)CCCC4)c(OC)c1 (configuration not stated)	1	0.5	-0.024	5	5	-7	0.8	0.4	-1
COc1ccc(C(CNC(=O)c2ccco2)N2CCCCC2)cc1 (configuration not stated)	-7	0.8	-0.0019	-7	6	-4	0.3	0.3	3
CC(C)[C@H](NC(=O)c1ccc(Cl)c([N+](=O)[O-])c1)C(=O)O	-10	1.1	0.031	-22	7	-13	0.7	0.1	-8
S=c1[nH]nc(Cc2ccc(Br)cc2)n1/N=C/c1ccc(Cl)cc1	0	1.7	1.5	5	32	-19	2.1	-1.9	2
Cc1ccc(C(=O)Nc2cc(C(C)C)c(O)c(C(C)C)c2)cc1	-10	-0.1	0.16	-4	5	7	70	-0.1	15
O=C(CN1CCN(Cc2ccc(F)cc2Cl)C1=O)NCc1cccs1	7	0.3	-1.6	-20	3	-6	1.4	0.4	-3
O=C(CSc1nc(N2CCCCC2)nc(N2CCCCC2)n1)c1ccccc1	-5	1.2	0.18	17	.	10	0.3	-0.2	-3
COCCn1c(C)cc(C(=O)Cn2nc(C(=O)O)c3ccccc3c2=O)c1C	-10	-0.3	-1.2	17	.	-19	12	-2.5	-2
Cc1ccc(C2CC(=O)NC(SCC(=O)Nc3nccs3)=C2C#N)cc1 (configuration not stated)	-8	0.9	-0.66	-25	-92	-15	96*	92*	-5
Nc1nnc(SCc2c(F)cccc2Cl)s1	-19	2.0	.	5	8	-8	0.4	0.0	2
COC(=O)c1cnc(SCc2ccc(C)cc2)n1C	-6	0.4	.	-25	3	-14	0.3	2.6	4
CCn1nnc(-c2ccccc2NS(=O)(=O)c2ccc(S(=O)(=O)N(C)C3CCCCC3)cc2)n1	-16	-0.7	0.091	-9	1	-9	-0.2	0.8	-1
COC(=O)C1NN=C(C(=O)c2ccccc2)C1c1ccccc1 (configuration not stated)	-6	0.9	-0.97	0	6	9	0.8	1.0	6
CC(=O)Nc1cccc([N+](=O)[O-])c1	-6	0.7	0.21	-29	5	-5	0.6	0.6	-2
CCN1C(=O)c2cccc3c(Cl)ccc(c23)C1=O	7	0.8	-2.1	-16	2	-17	1.5	-0.4	1
COC(=O)c1ccsc1NC(=O)CSc1nnnn1Cc1ccccc1	1	-0.2	-2.6	9	8	-10	-0.2	-1.2	0
C/C(O)=C(\C#N)c1nnc2n1CCCCC2	-10	1.9	.	-56	-1	4	1.8	0.4	-4[fluorescence artefact?]
COc1ccc(CNC(=O)CSc2nnnn2-c2ccccc2)cc1	-11	0.8	-1.3	7	-5	-15	1.6	1.8	6
CCOc1ccc(NC(=O)c2cccnc2C(=O)O)cc1	-3	1.3	.	-4	13	-6	1.1	0.6	3
COc1ccccc1CNC(=O)C(CC(C)C)NC(=O)C1CCC(C)CC1 (configuration not stated)	-9	0.6	0.95	36	-8	0	0.1	-1.9	-1
O=C1CCC/C1=c1\s/c(=C\c2cccnc2)c(=O)n1-c1ccccc1	-22	-0.9	-1.3	-2	-7	-10	-0.1	-1.3	3[fluorescence artefact?]
COc1cc(OC)c(NC(=O)CCNS(=O)(=O)c2cc(Br)cnc2N)cc1Cl	-15	-1.5	-1.8	-14	6	-2	0.4	4.9	-2
COc1cccc(-c2nc(N3CC(C)CC(C)C3)c3ccccc3n2)c1O (configuration not stated)	-30	0.7	.	3	.	-12	7.5	-1.1	3
COCC(=O)Nc1cc(C(=O)NCC(C)C)ccc1Cl	-6	-0.2	0.87	24	21	10	0.0	-0.3	-21
CNC(=O)c1cc(OCC(F)(F)F)ccc1OCC(F)(F)F	-1	0.6	0.72	13	28	2	0.7	-0.4	0

Structural class, those above containing fluorine
smiles	EBV gp42 inh	PERK inhibitor	KCC2 mod	m-calpain inh	Rad51 HR inh	MDM2 E3 inh	L929 necroptosis	TNF necrop inh	eIF4E 4G PPI
O=C(CN1CCN(Cc2ccc(F)cc2Cl)C1=O)NCc1cccs1	7	0.3	-1.6	-20	3	-6	1.4	0.4	-3
Nc1nnc(SCc2c(F)cccc2Cl)s1	-19	2.0	.	5	8	-8	0.4	0.0	2
CNC(=O)c1cc(OCC(F)(F)F)ccc1OCC(F)(F)F	-1	0.6	0.72	13	28	2	0.7	-0.4	0
